BRCA1 expr up = increases BRCA1 expression; MCF7-BRCA1-FFLuc reporter, luminescence, 48 h; response scale: scaled: vehicle 0%, 10 µM genistein 100%; Potency, µM (titrated, usually from 46.1 µM), without a hit: at the top dose activation, actives largely listed as activators; 380,000 tested, 1.1% active; AID 624202; also: nearly all actives have a fitted effect of over 80% in size; some results filed as inactive show a strong effect at the top dose
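Using MCF7 cells harboring a BRCA1 firefly luciferase reporter, plated 2 h before compound pinning, the screen measured luminescence after 48 h incubation. Responses were normalized to DMSO and 10 microM genistein, then fitted for concentration-effect.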
Gal4-VP16 FLuc = inhibits Gal4-VP16 luciferase reporter, ROR gamma counter-screen; Drosophila S2 Gal4-VP16 UAS-luciferase, luminescence, 20 h; Potency, µM (doses to about 53.6 µM), inactives show top-dose activity, negative = inhibition, usual class: inhibitors; 310,000 tested, 3.5% active; AID 2546;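 also: Gal4-VP16 expression switched on by copper sulfate through the metallothionein promoter; % is scaled to controls: 0 for no effect and ±100 for the full control effect; nearly all actives have a fitted effect of over 50% in size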
uPA generation = cell surface uPA generation inhibition | 330,000 tested, 0.31% active | AID 540303 | Potency, µM (doses to about 38.3 µM), for the others: at the highest dose activity change, negative = inhibition, hits mostly inhibitors | cell surface uPA generation assay, qHTS; active = well fitted inhibition curve with a large enough effect; inconclusive = small, poorly fitted or top-dose-only effect; inactive = no such curve, though single readings can be large or run the other way; tested in mouse RAW 264.7 cells; also: % is scaled to controls: 0 for no effect and ±100 for the full control effect; nearly all actives have a fitted effect of over 55% in size
Rab9 prom act = Rab9 promoter activation | AID 485297 | Potency, µM (doses to about 9.22 µM), without a hit: top-dose activation, negative = inhibition, hits mostly activators | 320,000 tested, 2.8% active | Huh7 Rab9 promoter-luciferase reporter, luminescence, 24 h; also: % of control where 0% means no effect; nearly all actives have a fitted effect of over 60% in size
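Huh7 cells stably carrying a Rab9 promoter-luciferase reporter, 1500 cells per well in OP-MEM I with 10% FBS, treated with compound 24 hours at 37C. Luciferase activity read by luminescence after 10 minutes with Amplite reagent.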
FLuc counter = counter-screen for miR-21 project: firefly luciferase inhibitors or activators; 360,000 tested, 6.9% active; purified FLuc, Km substrates, luminescence inhibition; AID 588342; Potency, µM (doses to about 57.5 µM), inactives show at the top dose activity change, negative = inhibition, actives largely listed as inhibitors;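 also: plate controls were vehicle for no effect and reference inhibitor for full effect; nearly all actives have a fitted effect of over 55% in size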
Target sequence (P08659 whole entry, looked up): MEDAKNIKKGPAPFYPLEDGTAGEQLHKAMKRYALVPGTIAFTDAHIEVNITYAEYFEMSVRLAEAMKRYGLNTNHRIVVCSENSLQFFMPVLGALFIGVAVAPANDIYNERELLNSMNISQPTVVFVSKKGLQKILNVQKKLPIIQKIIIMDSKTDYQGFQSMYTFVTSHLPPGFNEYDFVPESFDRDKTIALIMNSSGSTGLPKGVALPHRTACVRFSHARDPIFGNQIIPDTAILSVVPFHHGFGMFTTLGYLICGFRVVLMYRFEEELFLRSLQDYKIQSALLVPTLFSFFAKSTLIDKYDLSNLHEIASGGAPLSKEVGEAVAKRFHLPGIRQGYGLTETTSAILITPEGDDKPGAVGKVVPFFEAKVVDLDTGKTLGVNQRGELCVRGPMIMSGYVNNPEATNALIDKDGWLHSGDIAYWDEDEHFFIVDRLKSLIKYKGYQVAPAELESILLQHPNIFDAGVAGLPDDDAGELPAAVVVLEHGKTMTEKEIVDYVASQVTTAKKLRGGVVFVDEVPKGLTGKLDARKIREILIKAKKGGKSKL
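Purified P. pyralis luciferase (10nM final) with 10uM D-luciferin and 10uM ATP (Km levels) in 50mM Tris acetate pH 7.5, 10mM Mg acetate, 0.01% Tween-20, 0.05% BSA; qHTS 6-point titration, ~60 µM downward; luminescence read.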
RORg inh = inhibitors of mouse ROR gamma transcriptional activity; P51450; Drosophila S2 Gal4-RORgamma UAS-luciferase reporter, 20 h; Potency, µM (series often up to 53.6 µM), inactives show at the highest dose activity change, negative = inhibition, actives largely listed as inhibitors; 310,000 tested, 5.4% active; also: % is scaled to controls: 0 for no effect and ±100 for the full control effect; nearly all actives have a fitted effect of over 60% in size
Target sequence (P51450 whole entry, looked up, the tested form may be a part): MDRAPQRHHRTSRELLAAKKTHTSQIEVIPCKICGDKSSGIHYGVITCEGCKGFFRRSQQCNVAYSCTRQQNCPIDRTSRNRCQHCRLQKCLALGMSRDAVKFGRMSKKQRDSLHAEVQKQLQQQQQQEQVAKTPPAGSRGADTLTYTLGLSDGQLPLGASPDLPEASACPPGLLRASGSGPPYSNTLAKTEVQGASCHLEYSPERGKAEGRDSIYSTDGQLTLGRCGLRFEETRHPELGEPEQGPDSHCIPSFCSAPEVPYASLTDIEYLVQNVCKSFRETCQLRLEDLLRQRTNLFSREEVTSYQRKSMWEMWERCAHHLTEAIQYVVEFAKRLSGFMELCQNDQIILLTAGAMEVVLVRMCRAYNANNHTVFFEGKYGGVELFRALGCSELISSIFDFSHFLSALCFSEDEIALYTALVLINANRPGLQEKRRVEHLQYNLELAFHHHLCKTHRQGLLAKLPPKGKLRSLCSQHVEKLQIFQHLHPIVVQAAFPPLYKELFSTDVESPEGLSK
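Read-out: Photinus luciferase luminescence; inhibitors lower reporter signal. Insect Schneider cells with Gal4-ROR gamma fusion under metallothionein promoter, UAS reporter; 700 uM final copper sulfate induction, 20 hr, ambient temperature.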
NPC1 promoter act = NPC1 promoter activation | Huh7 NPC1 promoter luciferase reporter, 24 h | Potency, µM (highest dose often 9.22 µM), inactives show at the top dose activation, hits mostly activators | 320,000 tested, 2.4% active;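 also: % of control where 0% means no effect; nearly all actives have a fitted effect of over 60% in size; reporter is driven by a mutant NPC1 promoter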
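Stable NPC1-promoter luciferase Huh7 line; cpd (DMSO) 24 h, 37 °C, 5% CO2; Amplite luciferase reagent 10 min RT; luminescence readout. qHTS format.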
p53 reactivation = mutant p53 re-activation in reporter cells; Potency, µM (series often up to 92.2 µM), for the others: at the highest dose activity change, positive = activation, most hits filed as activators; 320,000 tested, 0.063% active; H1299 p53-A138V BP100-luciferase reporter, luminescence, 24 h; also: % of control where 0% means no effect; nearly all actives have a fitted effect of over 45% in size
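p53-null H1299 cells stably carrying temperature-sensitive p53-A138V and a BP100-luciferase reporter were pinned with compounds (4-point, 1:5 series) and held 24 hrs at 37 deg C. Luminescence was read 10 min after detection reagent.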
MBNL1-CUG inh = blocks human MBNL1 binding to CUG repeat RNA | Q9NR56 | TR-FRET MBNL1-His/biotin-(CUG)12 binding, 665/545 ratio | Potency, µM (doses to about 57.5 µM), for inactives: at the highest dose activity change, negative = inhibition, actives largely listed as inhibitors | 280,000 tested, 0.036% active | AID 2675; active = well fitted inhibition curve with a large enough effect in the signal ratio, with a control signal flat, not every such curve was filed as active; inconclusive = small, poorly fitted or top-dose-only effect, or effect the other way, or a change in a side signal; inactive = no such curve, though single readings can be large or run the other way; the % refers to the signal ratio; also: % is scaled to controls: 0 for no effect and ±100 for the full control effect
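Compounds (final 92 nM to 58 uM) are added to His-tagged MBNL1 and biotin-(CUG)12, then terbium anti-His antibody and streptavidin-XL665 (5 nM final). After 60 min at room temperature, the 665/545 nm ratio is read.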
ELG1 genotoxic = genotoxicity induction in ELG1-luciferase HEK293T cells | Potency, µM (top dose mostly 46 µM), without a hit: top-dose activity change, positive = activation, actives largely listed as activators | HEK293T ELG1-luciferase reporter, luminescence, 16 h | 330,000 tested, 1.3% active; also: % of control where 0% means no effect; nearly all actives have a fitted effect of over 60% in size
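Quantitative HTS format in 1536-well plates. HEK293T ELG1-luciferase reporter cells receive test compound and are incubated 16 hr at 37 °C, 5% CO2; ONE-Glo added, 30 min room temperature, then luminescence read.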
The depositor's hits bear a star; ? = inconclusive; · = not tested or not shown; [ ] = another dose, or the depositor's remark. Unless noted, calls follow the shape of the dose curve; as a rule, active = well fitted curve in the direction sought with a large enough effect; inconclusive = small, poorly fitted or top-dose-only effect, or another doubt; inactive = no such curve, though single readings can be large; an effect the other way counts as inactive or inconclusive. Potency is read from the fitted curve at half-maximal effect.

structure,BRCA1 expr up,Gal4-VP16 FLuc,uPA generation,Rab9 prom act,FLuc counter,RORg inh,NPC1 promoter act,p53 reactivation,MBNL1-CUG inh,ELG1 genotoxic
c1ccc2nc3c(nc2c1)c1ccccc1n3CCN1CCOCC1,-8%,-5%,·,-7%[1.84 µM],?,-9%,-3%,-14%,?,12%
COc1c(Cl)cc(-c2noc(C)c2C(=O)NCc2ccc3c(c2)OCO3)cc1Cl,-19%,-11%,-14%,-6%,-1%,3%,-3%,-5%,24%,-5%
CC(=O)Nc1ccc(NC(=O)COc2ccc(Br)cc2C)cc1,-11%,4%,3%,0%,-1%,7%,2%,0%,-21%,11%
COc1cccc(-n2nnc3c(=O)n(CC(=O)N4CCCCC4)cnc32)c1,9%,5%,·,10%,-2%,-2%,-2%,10%,-9%,3%
O=C(Cc1ccc(S(=O)(=O)N2CCCC2)s1)Nc1cccc([N+](=O)[O-])c1,0%,·,-3%,·,·,·,·,-2%,·,-5%
O=C(COC(=O)c1cncc(Br)c1)Nc1ccc(F)c(F)c1F,-4%,·,2%,-2%,0%,·,-3%,-5%,·,1%
CCCCCCCC(=O)N1c2ccccc2NC(=O)C1CC(=O)Nc1ccc(C(=O)O)cc1 (stereo not given),11%,4%,-1%,2%,0%,47%,-1%,1%,4%,0%
CC(/C=N/NC(=O)c1cc(C2CC2)[nH]n1)=C\c1ccccc1,-18%,5%,?,13%,?,-9%,-2%,5%,0%,5%
COc1cccc(C(=O)NC2=NCCS2)c1,-6%,?,-8%,0.56µM*,6µM*,10µM*,1µM*,26%,?,?
Cc1nc2nc(SCC(=O)NCCCN3CCCC3)nn2c(C)c1Cc1ccccc1Cl,1%,2%,4%,-1%,0%,-6%,-9%,-9%,-7%,0%

(more compounds)
structure,BRCA1 expr up,Gal4-VP16 FLuc,uPA generation,Rab9 prom act,FLuc counter,RORg inh,NPC1 promoter act,p53 reactivation,MBNL1-CUG inh,ELG1 genotoxic
COc1ccccc1NS(=O)(=O)c1cccc(C(=O)NN)c1,1%,-4%,·,3%,1%,-44%,-5%,-5%,-6%,2%
C=CCOc1ccc(/C=C/C(=O)OCC(=O)NCc2ccco2)cc1,-21%,·,0%,-4%,-18%,·,-3%,14%,·,8%
COc1ccc2ccccc2c1CN1CCN(C(=O)c2ccco2)CC1,-7%,-5%,-1%,-1%,-2%,25%,1%,-7%,2%,-2%
Cc1ccsc1C(=O)NCCC(c1ccccc1)c1ccccc1,36%,-2%,3%,-6%,-1%,85%,1%,-8%,-13%,0%
CCN(c1ccccc1)S(=O)(=O)c1ccc(Cl)c(NC(=O)COC(=O)c2cc(O)c3ccccc3c2O)c1,·,13µM*,·,-1%,?,10µM*,-2%,-13%,?,-3%
O=C(Nc1ccc2oc(-c3ccccc3)nc2c1)c1cccs1,0%,-29%,-1%,2.5µM*,3.8µM*,3%,4µM*,?,91%[activator],?
CN1CCCN(C(=O)c2ccc(Cl)c(S(=O)(=O)N(C)c3ccccc3)c2)CC1,4%,2%,-4%,-5%,1%,-22%,2%,-3%,-5%,1%
O=C1/C(=C/c2cccs2)N=C(c2cccs2)N1Nc1ccccc1,4%,-9%,5%,10%,24µM*,32%,-3%,-1%,10%,2%
CC(=O)Nc1ccc2nc(-c3ccco3)[nH]c2c1,?,-13%,-7%,?,17µM*,-15%,23%,?,4%,16%
C#CCOc1ccc(CNC[C@H]2O[C@@H](n3cnc4c(N)ncnc43)[C@H](O)[C@@H]2O)cc1,0%,·,11%,·,·,·,·,3%,·,-2%

The list goes on:
structure,BRCA1 expr up,Gal4-VP16 FLuc,uPA generation,Rab9 prom act,FLuc counter,RORg inh,NPC1 promoter act,p53 reactivation,MBNL1-CUG inh,ELG1 genotoxic
Cc1ccccc1Cn1ccc(NC(=O)c2cnn3c2NC(c2ccccc2)CC3C(F)(F)F)n1 (stereo not given),-78%,10%,·,1%,-1%,-8%,0%,5%,4%,-21%
O=C(NCc1ccccn1)C(=O)NCC1OCCCN1S(=O)(=O)c1ccc(F)cc1 (stereo not given),-18%,0%,-8%,-5%,5%,-13%,-3%,-4%,-1%,1%
CCOc1ccc(C2C(C(=O)Nc3ccccc3)=C(C)N=c3s/c(=C/c4cccc(OCC(=O)O)c4)c(=O)n32)cc1 (stereo not given),8%,1%,0%,-12%,1%,15%,2%,10%,?,2%
Nc1c(C(=O)N/N=C/c2cccnc2)cnn1-c1ccccc1,79%,-18%,-2%,14%,?,5%,17%,29%,-4%[11.5 µM],5%
O=c1c2ccccc2nc(SCc2cn3ccsc3n2)n1-c1ccc(F)cc1,-30%,-5%,-5%,2%,3%,-12%,2%,-18%,4%,-2%
COc1ccccc1/C=C(\NC(=O)c1ccc(OC)c(OC)c1)C(=O)Nc1cccc([N+](=O)[O-])c1,0%,-5%,3%,1%,-1%,-11%,0%,-5%,·,2%
Cc1nnsc1NC(=O)OCc1ccc(C(C)(C)C)cc1,9%,?,-6%,-16%,-1%,9%,-21%,11%,0%,-3%
CCCCOc1ccccc1Cn1c(=O)oc2ccccc21,-17%,-4%,18%,-3%,3%,-2%,-2%,-6%,7%,-3%
Cc1ccc(S(=O)(=O)N(C)CC(=O)Nc2cccnc2)cc1,-12%,-9%,2%,-3%,8%,5%,-4%,0%,-7%,0%
NC(=O)c1c(N)sc2c1CCCCC2,-1%,-5%,6%,-7%,?,-10%,-3%,-2%,3%,-1%

(more compounds)
structure,BRCA1 expr up,Gal4-VP16 FLuc,uPA generation,Rab9 prom act,FLuc counter,RORg inh,NPC1 promoter act,p53 reactivation,MBNL1-CUG inh,ELG1 genotoxic
Cc1ccc2ncnc(Nc3cccc(C(=O)O)c3)c2c1,37%,7%,3%,-3%,-15%,31%,0%,4%,-10%,2%
CCC(C)(C)C1CCc2[nH]nc(C(=O)NCc3ccc(Cl)cc3)c2C1 (stereo not given),-2%,·,13%,-1%,-1%,·,1%,10%,·,1%
COCCCN1CN(S(=O)(=O)c2ccc(Cl)cc2)c2nc3ccccc3nc21,0%,-3%,-1%,-6%,14%,35%,-4%,-1%,1%,-5%
N#C/C(=C/c1ccccc1[N+](=O)[O-])c1nc(C2CC2)cs1,10%,-4%,4%,-12%,?,-2%,-7%,?,?,2%
COCCNC(=O)CSc1cc(=O)n(C)c2cc(Cl)ccc12,13%,-2%,2%,-3%,-7%,-14%,-5%,-1%,2%,8%
Cc1cc(C)nc(NC2=NCCN2C(=S)Nc2ccc(C)c(C)c2)n1,-7%,-23%,1%,-9%,3%,?,-8%,2%,-3%,2%
Cc1ccc(CNC(=O)CCS(=O)(=O)c2ccc3c(c2)NC(=O)C(C)S3)cc1 (stereo not given),-6%,6%,10%,0%,-1%,11%,2%,-2%,-6%,-5%
CC(C)(C)NCC(O)(c1ccc(Cl)cc1)c1ccc(Cl)cc1,-42%,-2%,0%,-3%,0%,29%,-3%,-2%,·,-7%
CN(Cc1ccco1)C(=O)C1CCCN(c2ncnc3c2nc2n3CCCCC2)C1 (stereo not given),-23%,0%,?,-3%,1%,-1%,-4%,-4%,-2%,-3%
CCN(CC)S(=O)(=O)c1ccc(NCCc2ccccn2)nc1,6%,5%,-1%,5%,2%,3%,-2%,5%,2%,-1%

Additional structures:
structure,BRCA1 expr up,Gal4-VP16 FLuc,uPA generation,Rab9 prom act,FLuc counter,RORg inh,NPC1 promoter act,p53 reactivation,MBNL1-CUG inh,ELG1 genotoxic
CCOc1c(Br)cc(/C=C2\N=C(C)OC2=O)cc1Br,4%,-11%,-10%,0%,3%,8%,-2%,3%,4%,-2%
COc1ccc(-c2noc(=O)n2Cc2ccc(C#N)cc2)cc1,-17%,5%,2%,4%,2%,10%,-2%,5%,-5%,-4%
CCN1CCCC1CNC(=O)C(=O)Nc1cccc(OC)c1 (stereo not given),6%,-5%,1%,1%,7%,1%,-3%,5%,-11%,-2%
CC1CCC2(CC1)NC(=S)N(C(C)(C)C)N2 (stereo not given),1%,-2%,-3%,-5%,-4%,-41%,1%,-2%,6%,0%
CCn1c(C)nc2cc(C(N)=O)ccc21,42%,-1%,-7%,-6%,4%,14%,3%,-4%,-8%,0%
CCS(=O)(=O)N1CCC(C(=O)N2CCN(c3ccccc3)CC2)CC1,10%,5%,8%,-3%,-1%,-13%,2%,-3%,-4%,-1%
CC1CCc2sc(C(=O)N/N=C/C3CCCCC3)cc2C1 (stereo not given),0%,?,-2%,-1%,?,?,1%,6%,-2%,0%
FC(F)(F)c1ccc(Oc2ccc3c(C(F)(F)F)cc(C(F)(F)F)nc3n2)cc1,-1%,-4%,·,1%,1%,28%,-3%,4%,-5%,-2%
CC(NCC(=O)Nc1ccccc1C(=O)NC1CC1)c1ccco1 (stereo not given),14%,·,9%,5%,2%,·,-13%,4%,·,0%
CCC(C)c1ccc(C2C3=C(Nc4nc(N)[nH]c(=O)c42)c2ccccc2C3=O)cc1 (stereo not given),-47%,?,1%,-6%,0%,13µM*,-1%,-2%,9%,1%
